CatS block – human cathepsin S inhibition | P25774 | recombinant cathepsin S, AMC dipeptide fluorescence, pooled mixtures | inhibition, %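 (tested at 5 µM per compound within 10-compound mixtures)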 | 62,000 compounds, 0.06% hits | AID 501; in the data active = inhibition above about 32%, passing the limit was not always enough;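 also: 0% = enzyme without compound and 100% = blank without enzyme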
Target sequence (P25774 115-331 limits assumed): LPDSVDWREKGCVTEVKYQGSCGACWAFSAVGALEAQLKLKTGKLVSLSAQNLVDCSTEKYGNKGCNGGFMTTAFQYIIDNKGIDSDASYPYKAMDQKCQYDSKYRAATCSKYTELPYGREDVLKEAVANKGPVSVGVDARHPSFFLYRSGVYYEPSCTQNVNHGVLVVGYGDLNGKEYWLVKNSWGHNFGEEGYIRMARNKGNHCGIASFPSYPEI
CatB block – inhibitors of human cathepsin B; P07858; purified cathepsin B, fluorogenic substrate, fluorescence; inhibition, %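 (tested at 10 µM)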; 63,000 compounds, 0.1% hits; AID 453; in the data active = inhibition above about 21%;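 also: 0% = enzyme with no compound and 100% = no enzyme blank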
JNK3 blocker – inhibitors of human JNK3 kinase; P53779; purified JNK3 kinase activity, HTS; inhibition, % at 8 µM; 60,000 compounds, 0.61% hits; AID 746; in the data active = inhibition above about 17%;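 also: 0% = DMSO and 100% = reference inhibitor; many of its hits are not listed in these tables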
Target sequence (P53779 whole entry, looked up): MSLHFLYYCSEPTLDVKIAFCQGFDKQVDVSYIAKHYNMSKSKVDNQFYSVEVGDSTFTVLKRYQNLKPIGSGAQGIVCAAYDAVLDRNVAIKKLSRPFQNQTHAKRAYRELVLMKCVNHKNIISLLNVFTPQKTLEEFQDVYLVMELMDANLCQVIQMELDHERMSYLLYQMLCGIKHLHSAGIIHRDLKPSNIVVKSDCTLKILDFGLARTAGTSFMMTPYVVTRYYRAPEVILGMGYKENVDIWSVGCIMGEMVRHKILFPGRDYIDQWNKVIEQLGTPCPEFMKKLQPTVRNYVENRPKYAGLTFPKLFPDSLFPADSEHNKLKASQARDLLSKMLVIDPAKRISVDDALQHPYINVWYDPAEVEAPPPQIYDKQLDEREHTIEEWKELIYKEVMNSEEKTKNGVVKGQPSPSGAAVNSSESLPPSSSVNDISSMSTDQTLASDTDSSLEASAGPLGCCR
CatB mixtures – human cathepsin B inhibition by mixtures; P07858; Purified cathepsin B, AMC dipeptide fluorescence, compound mixtures; inhibition, %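 (ten-compound pools at 5 µM per compound and 50 µM total)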; 62,000 compounds, 0.06% hits; AID 488; in the data active = inhibition above about 22%, passing the limit was not always enough;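 also: 0% = enzyme without compound and 100% = no enzyme blank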
AP complement – orthogonal test for alternative complement pathway inhibitors | Human serum alternative complement pathway, LPS-coated ELISA, C3 deposition; tested in compound mixtures | 62,000 compounds, 0.08% hits | inhibition, % at 5 µM;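 active = inhibition above 30% in each of the two pooled mixtures holding the compound, so the lower value exceeds 30%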;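 also: 0% = serum in Mg-EGTA without compound and 100% = EDTA serum blank; some compounds past the cut are filed as inactive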
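Assay system: human serum alternative complement pathway, C3 deposition on LPS-coated wells; Dosing: 5 µM per compound in ten-compound mixtures; Detection: Anti-C3 ELISA, OD 450 nm; Buffer or medium: Mg2+-EGTA GVB++ buffer containing human serum at 1:15 dilution; Timing: 1 h at 37 °C; Replication: two different pools per compound.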
ROCK2 inh – ROCK2 (human) kinase inhibition. AID 604. O75116. inhibition, % at 6 µM. 60,000 compounds, 0.35% hits. purified ROCK2, Kinase-Glo ATP depletion luminescence;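 active = inhibition above the screen-wide mean inhibition plus 3 SD, cut at about 18% in these data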;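 also: plate controls were DMSO wells for no effect and Y-27632 control wells after no-enzyme background subtraction for full effect; many of its hits are not listed in these tables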
E coli RNAP – Escherichia coli RNA polymerase inhibition; P0A8V2; E. coli RNA polymerase, fluorescence transcription assay; inhibition, %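 (tested at 10 µM)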; 62,000 compounds, 0.2% hits; in the data active = inhibition above about 20%;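 also: 0% = enzyme without compound and 100% = no enzyme blank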
RORa activator – RORA (human) activation | 65,000 compounds, 1.5% hits | P35398 | CHO-K1 Gal4-RORA LBD luciferase reporter, luminescence; percent increase over mock-subtracted basal signal | activation, % at 10 µM | AID 560;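 active = activation above the mean of all tested compounds plus 3 SD, cut at about 49% in these data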;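 also: 0% = DMSO-treated RORA cells and 100% = added signal equal to DMSO minus mock-transfected cells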
PKA inh – PKA (human) kinase inhibition; P17612; PKA Kemptide phosphorylation, Kinase-Glo ATP luminescence; inhibition, % at 6 µM; 65,000 compounds, 0.1% hits;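 active = inhibition above the screen-wide mean inhibition plus 3 SD, cut at about 21% in these data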; also: many of its hits are not listed in these tables
An asterisk follows results filed as active.

Screening O=C1C2CCCN2C(c2ccncc2)N1c1ccc(Cl)c(Cl)c1 (configuration not stated) returned CatS block -2, CatB block 3, JNK3 blocker 3, CatB mixtures 3, AP complement 11, ROCK2 inh 7, E coli RNAP 5, RORa activator -17 and PKA inh 6.
For O=C(COc1ccccc1)N1CCN(CC(O)COc2ccccc2)CC1 (configuration not stated) the results were CatS block 0, CatB block 4, JNK3 blocker 0, CatB mixtures -2, AP complement -4, ROCK2 inh 3, E coli RNAP 6, RORa activator 7 and PKA inh 7.
C=CCOC(=O)C1=C(C)OC(N)=C(C#N)C12C(=O)N(CN1CCOCC1)c1ccccc12 (configuration not stated) was read as CatB block -1, JNK3 blocker 6, ROCK2 inh -21, E coli RNAP -12, RORa activator -16 and PKA inh -2.
For CCC(=NCCN1CCOCC1)c1c(O)n(-c2ccccc2C)c(=O)[nH]c1=O the results were CatS block 2, CatB block 0, JNK3 blocker 0, CatB mixtures 3, AP complement -4, ROCK2 inh 0, E coli RNAP 1, RORa activator -1 and PKA inh -3.
`CCOC(=O)c1c(C)n(CCN2CCN(C)CC2)c2ccc(OC)cc12` gave CatS block -2, CatB block 2, CatB mixtures 4, AP complement 15, E coli RNAP 12, RORa activator -2 and PKA inh -4.
For CCC(=NCc1ccc2c(c1)OCO2)c1c(O)n(C2CCCCC2)c(=O)[nH]c1=O the results were CatS block -11, CatB block -2, JNK3 blocker -4, CatB mixtures -5, AP complement 21, ROCK2 inh 7, E coli RNAP -7, RORa activator -1 and PKA inh 2.
For COc1ccccc1CN1CCN(C(=O)COc2ccccc2)CC1 the results were CatS block 14, CatB block 6, JNK3 blocker -9, CatB mixtures 3, AP complement 1, ROCK2 inh -8, E coli RNAP 3, RORa activator -9 and PKA inh 0.
Cc1ccc(S(=O)(=O)N(C)CCCC(=O)N2CCN(c3ccccn3)CC2)cc1 was read as CatS block 6, CatB block 1, JNK3 blocker -1, CatB mixtures 1, AP complement -5, ROCK2 inh 1, E coli RNAP 10, RORa activator -13 and PKA inh -3.
For COc1ccc2c(c1)CC1(CN2C)C(=O)NC(=O)N(c2ccc(C)cc2)C1=O (configuration not stated) the results were CatS block -1, CatB block 5, JNK3 blocker -3, CatB mixtures -2, AP complement 21, ROCK2 inh 4, E coli RNAP 1, RORa activator -19 and PKA inh 6.
For CC(C)CCOC(=O)c1c(N)n(CC2CCCO2)c2nc3ccccc3nc12 (configuration not stated) the results were CatS block -5, CatB block -10, JNK3 blocker 3, CatB mixtures 4, AP complement 31, ROCK2 inh 0, E coli RNAP -8, RORa activator 7 and PKA inh -3.
`CCN(CC)C(=O)c1ccc(NC(=O)c2cc(-n3cnnc3)ccc2Cl)cc1` gave CatS block 12, CatB block 5, JNK3 blocker -8, CatB mixtures 1, AP complement 2, ROCK2 inh -1, E coli RNAP 7, RORa activator -4 and PKA inh 0.
Screening CCOC(=O)C1=C(C)OC(N)=C(C(=O)OCC)[C@@]12C(=O)N(CC(N)=O)c1ccccc12 returned CatB block 0, JNK3 blocker -5, ROCK2 inh 3, E coli RNAP 9, RORa activator -29 and PKA inh 4.
For CC(c1ccc(F)cc1)n1cc(C(=O)NCc2ccc3c(c2)OCO3)nn1 (configuration not stated) the results were CatS block -5, CatB block -2, CatB mixtures -2, AP complement 2, E coli RNAP -2, RORa activator 16 and PKA inh -4.
For CCOC(=O)C1=C(N)Oc2cc(C)oc(=O)c2C12C(=O)N1c3c(cccc32)C(C)=CC1(C)C (configuration not stated) the results were CatS block 7, CatB block 0, JNK3 blocker 0, CatB mixtures -1, AP complement 5, ROCK2 inh 0, E coli RNAP 3, RORa activator -11 and PKA inh -4.
`CN(C)c1nc(-c2ccccc2)[n+](C)s1` gave CatS block 7, CatB block -2, JNK3 blocker 2, CatB mixtures -1, AP complement -3, ROCK2 inh 6, E coli RNAP 4, RORa activator -9 and PKA inh 6.

Part of the list above in order of count of non-hydrogen atoms, descending.
For CCOC(=O)C1=C(N)Oc2cc(C)oc(=O)c2C12C(=O)N1c3c(cccc32)C(C)=CC1(C)C (configuration not stated) the results were CatS block 7, CatB block 0, JNK3 blocker 0, CatB mixtures -1, AP complement 5, ROCK2 inh 0, E coli RNAP 3, RORa activator -11 and PKA inh -4.
C=CCOC(=O)C1=C(C)OC(N)=C(C#N)C12C(=O)N(CN1CCOCC1)c1ccccc12 (configuration not stated) was read as CatB block -1, JNK3 blocker 6, ROCK2 inh -21, E coli RNAP -12, RORa activator -16 and PKA inh -2.
Screening CCOC(=O)C1=C(C)OC(N)=C(C(=O)OCC)[C@@]12C(=O)N(CC(N)=O)c1ccccc12 returned CatB block 0, JNK3 blocker -5, ROCK2 inh 3, E coli RNAP 9, RORa activator -29 and PKA inh 4.
For CCC(=NCc1ccc2c(c1)OCO2)c1c(O)n(C2CCCCC2)c(=O)[nH]c1=O the results were CatS block -11, CatB block -2, JNK3 blocker -4, CatB mixtures -5, AP complement 21, ROCK2 inh 7, E coli RNAP -7, RORa activator -1 and PKA inh 2.
`CCN(CC)C(=O)c1ccc(NC(=O)c2cc(-n3cnnc3)ccc2Cl)cc1` gave CatS block 12, CatB block 5, JNK3 blocker -8, CatB mixtures 1, AP complement 2, ROCK2 inh -1, E coli RNAP 7, RORa activator -4 and PKA inh 0.
For COc1ccccc1CN1CCN(C(=O)COc2ccccc2)CC1 the results were CatS block 14, CatB block 6, JNK3 blocker -9, CatB mixtures 3, AP complement 1, ROCK2 inh -8, E coli RNAP 3, RORa activator -9 and PKA inh 0.
Screening O=C1C2CCCN2C(c2ccncc2)N1c1ccc(Cl)c(Cl)c1 (configuration not stated) returned CatS block -2, CatB block 3, JNK3 blocker 3, CatB mixtures 3, AP complement 11, ROCK2 inh 7, E coli RNAP 5, RORa activator -17 and PKA inh 6.
`CN(C)c1nc(-c2ccccc2)[n+](C)s1` gave CatS block 7, CatB block -2, JNK3 blocker 2, CatB mixtures -1, AP complement -3, ROCK2 inh 6, E coli RNAP 4, RORa activator -9 and PKA inh 6.

(more compounds)
Screening COC(=O)c1cc(COc2cc(C)cc3oc(=O)c4c(c23)CCC4)c(C)o1 returned CatS block 12, CatB block 5, JNK3 blocker 3, CatB mixtures 3, AP complement 14, ROCK2 inh 2, E coli RNAP 9, RORa activator 17 and PKA inh 7.
`O=C(C(Cc1ccccc1)NS(=O)(=O)c1ccc(F)cc1)N1CCC2(CC1)OCCO2` (configuration not stated) gave CatS block -4, CatB block 8, CatB mixtures 3, AP complement 11, E coli RNAP 5, RORa activator -10 and PKA inh -1.
For CC(C)N(CCC(C(N)=O)(c1ccccc1)c1ccccn1)C(C)C (configuration not stated) the results were CatS block 5, CatB block 4, JNK3 blocker -2, CatB mixtures 2, AP complement -9, ROCK2 inh -7, E coli RNAP 6, RORa activator -18 and PKA inh -3.
Screening CC(N=Cc1c(O)[nH]c(=O)[nH]c1=O)c1ccccc1 (configuration not stated) returned CatS block -2, CatB block -1, JNK3 blocker 1, CatB mixtures 2, AP complement 1, ROCK2 inh 1, E coli RNAP 8, RORa activator -8 and PKA inh 1.
For COc1ccc(CN2CCCCC2c2cccnc2)cc1C (configuration not stated) the results were CatS block -5, CatB block 5, JNK3 blocker -5, CatB mixtures -2, AP complement 12, ROCK2 inh 6, E coli RNAP 9, RORa activator 11 and PKA inh 5.
`CCCCNC(=O)Nc1ccc(C(O)(C(=O)OC)C(F)(F)F)cc1` (configuration not stated) gave CatB block 1, JNK3 blocker 4, ROCK2 inh -2, RORa activator -7 and PKA inh 2.
O=c1[nH]c(=O)n(CCC2=CCCCC2)c(O)c1C=NCc1cccnc1 was read as CatS block 0, CatB block -5, JNK3 blocker 3, CatB mixtures 3, AP complement 7, ROCK2 inh 2, E coli RNAP 2, RORa activator -2 and PKA inh 8.
O=C1N(CN2CCOCC2)c2ccccc2C1(O)c1c[nH]c2ccccc12 (configuration not stated) was read as CatS block 2, CatB block 0, JNK3 blocker -5, CatB mixtures 3, AP complement 17, ROCK2 inh 7, E coli RNAP 9, RORa activator -3 and PKA inh 1.
CCCCn1c(O)c(C=NC2CCCCC2N)c(=O)[nH]c1=O (configuration not stated) was read as CatS block 6, CatB block -4, JNK3 blocker 0, CatB mixtures 8, AP complement 21, ROCK2 inh 1, E coli RNAP 8, RORa activator 3 and PKA inh 3.
Cc1ccccc1C1=NCC(=O)N(CC(=O)NCc2ccco2)c2sc3c(c21)CCCC3 was read as CatS block 7, CatB block -4, JNK3 blocker 0, CatB mixtures -2, AP complement -3, ROCK2 inh 3, E coli RNAP 6, RORa activator -22 and PKA inh 6.
N#CC1=C(N)Oc2c(c(=O)oc3ccccc23)C1c1cccnc1 (configuration not stated) was read as CatS block -1, CatB block 0, CatB mixtures 2, AP complement 12, E coli RNAP 1, RORa activator -8 and PKA inh 1.
For C=CCn1c(O)c(C(C)=Nc2cc(OC)ccc2OC)c(=O)[nH]c1=O the results were CatS block 0, CatB block 3, JNK3 blocker -3, CatB mixtures -3, AP complement 1, ROCK2 inh 2, E coli RNAP -2, RORa activator -15 and PKA inh 1.
For O=c1[nH]c(=O)n(CCc2ccccc2)c(O)c1C=NCCN1CCNCC1 the results were CatS block -6, CatB block 1, JNK3 blocker -4, CatB mixtures -7, AP complement 0, ROCK2 inh 2, E coli RNAP 2, RORa activator -4 and PKA inh 5.
`COc1ccc2[nH]cc(CCN(C)C)c2c1` gave CatS block -3, CatB block 5, JNK3 blocker -5, CatB mixtures 2, AP complement 19, ROCK2 inh 1, E coli RNAP 4, RORa activator -30 and PKA inh -5.
For COc1ccc(C(CC(=O)N2CCC3(CC2)OCCO3)NS(=O)(=O)c2ccc(OC)cc2)cc1 (configuration not stated) the results were CatS block 6, CatB block -1, JNK3 blocker -1, CatB mixtures -1, AP complement 0, ROCK2 inh 7, E coli RNAP 6, RORa activator -19 and PKA inh 14.
`CC(=NCc1ccc(F)cc1)c1c(O)n(C)c(=O)n(C)c1=O` gave CatS block -5, CatB block -2, JNK3 blocker -3, CatB mixtures -3, AP complement 12, ROCK2 inh -7, E coli RNAP -9, RORa activator 15 and PKA inh -13.
Screening COc1ccc(OC)c(C2=NOC(C(=O)N3CCC4(CC3)OCCO4)C2)c1 (configuration not stated) returned CatS block -4, CatB block 1, JNK3 blocker 3, CatB mixtures 9, AP complement 11, ROCK2 inh 3, E coli RNAP 9, RORa activator -7 and PKA inh 7.
`Cc1cc(N2C(=O)C3CCCN3C2c2cccc(Cl)c2)no1` (configuration not stated) gave CatS block -2, CatB block -1, JNK3 blocker -2, CatB mixtures -8, AP complement 9, ROCK2 inh 3, E coli RNAP 6, RORa activator -2 and PKA inh 1.
Screening CCCCn1c(O)c(C(CC)=NCc2ccc3c(c2)OCO3)c(=O)[nH]c1=O returned CatS block -3, CatB block -2, JNK3 blocker 0, CatB mixtures 0, AP complement 23, ROCK2 inh 0, E coli RNAP -1, RORa activator 3 and PKA inh 3.
`Cc1c(C(=O)N2CCC3(CC2)OCCO3)sc2ncnc(N(C)c3ccccc3)c12` gave JNK3 blocker 5, ROCK2 inh 5, RORa activator 4 and PKA inh 7.
Cn1c(O)c(C=NC2CC(C)(C)NC(C)(C)C2)c(=O)n(C)c1=O was read as CatS block -10, CatB block 1, JNK3 blocker 9, CatB mixtures -3, AP complement 5, ROCK2 inh 4, E coli RNAP 6, RORa activator -4 and PKA inh 15.

Source: PubChem (several laboratories)

Some of the compounds tested; count on the stated rates, not on these rows.
